High-throughput results deposited in PubChem by National Center for Advancing Translational Sciences (NCATS).
GLP1R inv ag: inverse agonists of human GLP-1 receptor | P43220 | HEK293 GLP-1R CRE-luciferase, luminescence, 24 h; GLP-1R form is constitutively active | Potency, µM (doses to about 38.3 µM), inactives show at the top dose activity change, negative = inhibition, hits mostly inhibitors | 410,000 compounds, 1.6% hits; also: potency is read from the fitted curve at half-maximal effect; % is scaled to controls: 0 for no effect and ±100 for the full control effect; nearly all actives have a fitted effect of over 55% in size
Target sequence (P43220 whole entry, looked up): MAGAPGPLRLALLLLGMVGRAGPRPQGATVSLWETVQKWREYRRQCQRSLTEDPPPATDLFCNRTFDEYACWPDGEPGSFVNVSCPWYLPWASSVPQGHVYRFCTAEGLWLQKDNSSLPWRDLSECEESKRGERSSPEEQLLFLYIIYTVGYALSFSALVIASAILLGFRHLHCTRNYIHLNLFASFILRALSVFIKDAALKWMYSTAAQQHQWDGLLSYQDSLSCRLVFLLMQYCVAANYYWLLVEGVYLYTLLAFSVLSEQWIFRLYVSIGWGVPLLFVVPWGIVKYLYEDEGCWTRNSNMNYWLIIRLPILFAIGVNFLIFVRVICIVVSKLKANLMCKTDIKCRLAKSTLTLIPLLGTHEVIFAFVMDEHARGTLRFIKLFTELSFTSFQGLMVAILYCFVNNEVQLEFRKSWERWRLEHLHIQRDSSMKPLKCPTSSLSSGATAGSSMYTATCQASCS
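qHTS in 1536-well format: reporter HEK293 cells expressing constitutive GLP-1R activity in DMEM + 10% Nu serum, 24 hr with compounds at 37 deg C, luminescence read after 12 min with detection reagent.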
PI5P4K alpha inh: inhibitors of human PI5P4K alpha; PI5P4Kalpha enzyme, ADP-Glo luminescence, 60 min; hits give low values; max response, %; 330,000 compounds, 1.2% hits; active = max response of -50% or lower; inconclusive = between -30% and -50%; inactive = -30% or higher; also: value at the top dose of about 77 µM; % is scaled to controls: 0 for no effect and ±100 for the full control effect
Target sequence (P48426 whole entry, looked up): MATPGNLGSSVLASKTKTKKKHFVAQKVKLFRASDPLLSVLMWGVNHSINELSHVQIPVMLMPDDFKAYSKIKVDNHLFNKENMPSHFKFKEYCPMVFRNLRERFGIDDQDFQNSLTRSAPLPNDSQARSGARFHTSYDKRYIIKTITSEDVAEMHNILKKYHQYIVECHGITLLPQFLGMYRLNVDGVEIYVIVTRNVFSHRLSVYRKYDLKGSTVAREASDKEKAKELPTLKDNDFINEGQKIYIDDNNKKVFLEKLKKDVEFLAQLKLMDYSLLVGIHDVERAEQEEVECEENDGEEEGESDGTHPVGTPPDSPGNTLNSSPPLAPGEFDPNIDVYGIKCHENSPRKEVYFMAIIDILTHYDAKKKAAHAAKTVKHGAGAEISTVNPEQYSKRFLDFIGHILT
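Enzyme plus substrate dispensed, test compounds pinned in, then ATP (5 microM final) added. After 60 min at RT, ADP-Glo reagent 1 for 45 min and reagent 2 for 30 min preceded luminescence imaging.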
GLP1R cytotox: cytotoxicity counter-screen for GLP-1 receptor inverse agonists; HEK293 cAMP-luciferase reporter cells, luminescence, 24 h; Potency, µM (highest dose often 38.3 µM), for inactives: top-dose activity change, negative = inhibition, usual class: inhibitors; 410,000 compounds, 0.13% hits;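 also: loss of luciferase light is scored as toxicity; potency is read from the fitted curve at half-maximal effect; % is scaled to controls: 0 for no effect and ±100 for the full control effect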
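To flag toxic compounds, the library was rerun on cells for 24 hr at 37 deg C and 5% CO2. Viability-linked luminescence was captured 12 min after adding luciferase detection reagent.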
D3 ag: agonists of human D3 dopamine receptor; 410,000 compounds, 0.58% hits; P35462; max activation, %; D3R DiscoveRx beta-arrestin cells, luminescence, 90 min; in the data active = max activation above about 30%; also: 0% is about no effect; mostly tested at two doses, the higher about 12 µM
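Agonist mode: compounds and dopamine controls were applied to plated cells for 90 min at 37 degrees C after an overnight attachment at 1500 cells/well. Luminescent read-out followed 30 - 60 minutes at room temperature with DiscoveRx detection reagent.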
DRD3 antagonist: antagonists of human D3 dopamine receptor; max response, negative = inhibition, %; P35462; 360,000 compounds, 2.5% hits; AID 652054; D3R cells, DiscoveRx beta-arrestin luminescence, antagonist mode; hits give low values; in the data active = max response below about -50%; inconclusive = no clear call, values can overlap the other calls; also: % is scaled to controls: 0 for no effect and ±100 for the full control effect; mostly tested at two doses, the higher about 12 µM
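Cells plated overnight at 1500 cells/well, then exposed to library compounds with dopamine controls for 90 minutes at 37 degrees C. DiscoveRx reagent added for 30–60 minutes at room temperature; luminescence read, quantitative HTS format.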
IL2 activator: IL-2 activation | IL-2 activation reporter assay, cell-based qHTS; stimulated with anti-CD3/CD4/CD28 beads; in transgenic mouse T cells | activation, % (series mostly up to about 46 µM) | 360,000 compounds, 0.065% hits | AID 652025; in the data active = activation above about 50%; inconclusive = mostly about 30% to 49%; also: 0% is about no effect
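Unstimulated transgenic mouse T cells preincubated 60 min with compound, then stimulated with anti-CD3/anti-CD4-coated beads plus anti-CD28 for 18 h at 37 degrees C. IL-2 response read as EGFP and DsRed fluorescence by plate cytometry.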
PLK1 PBD block: PLK1 (human) polo-box domain binding inhibition. P53350. Plk1 PBD binding of FITC phosphopeptide, fluorescence polarization. Potency, µM, without a hit: max response, negative = inhibition, most hits filed as inhibitors. 360,000 compounds, 2.8% hits; also: potency is read from the fitted curve at half-maximal effect; series mostly up to about 57 µM; % is scaled to controls: 0 for no effect and ±100 for the full control effect; nearly all actives have a fitted effect of over 65% in size
GLP-1R agonist: GLP-1 receptor (human) agonism. 380,000 compounds, 0.007% hits. HEK293 GLP-1R CRE-luciferase, luminescence, 4-6 h; cells express a hypersensitive GLP-1R form. Potency, µM (doses to about 45.6 µM), for the others: at the highest dose activation, hits mostly activators; also: potency is read from the fitted curve at half-maximal effect; % of control where 0% means no effect
WRN helicase inh: blocks human WRN helicase. Q14191. WRN helicase unwinding, fluorescent forked duplex, kinetic. Potency, µM (highest dose often 114 µM), for the others: top-dose activity change, negative = inhibition, hits mostly inhibitors. 360,000 compounds, 0.46% hits; also: potency is read from the fitted curve at half-maximal effect; % is scaled to controls: 0 for no effect and ±100 for the full control effect; nearly all actives have a fitted effect of over 55% in size
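WRN at 20 nM final preincubated with compound 15 min at room temperature; reaction started with 100 nM fluorophore/quencher forked duplex oligonucleotide and 2 mM ATP final. Unwinding followed kinetically by red fluorescence (ex 525, em 598 nm).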
* = called active by the depositor; ? = inconclusive; . = no result given; [ ] = another dose, or the depositor's remark. Unless noted, calls follow the shape of the dose curve; as a rule, active = well fitted curve in the direction sought with a large enough effect; inconclusive = small, poorly fitted or top-dose-only effect, or another doubt; inactive = no such curve, though single readings can be large; an effect the other way counts as inactive or inconclusive.

(1) O=C(Nc1nc2c(F)cccc2s1)c1ccc(S(=O)(=O)N2CCCc3ccccc32)cc1
(2) Cc1cc(C)nc(NC(=O)c2ccc([N+](=O)[O-])c(C)c2)n1
(3) COCCn1nnnc1C(c1ccccc1OC)N1CCN(c2ccccc2F)CC1 (stereo not given)
(4) COc1ccc(-c2nc(Cn3c(SCc4ccc(C)cc4)nc4ccncc43)c(C)o2)cc1OC
(5) O=C(NC1CC2CCC(C1)N2Cc1ccco1)c1ccccc1 (stereo not given)
(6) CCCCn1c(N)c(N(CC)C(=O)c2cc(Br)ccc2Cl)c(=O)[nH]c1=O
(7) CN(C)CCNc1ncnc2ccccc12
(8) O=C(NC(Cc1ccccc1)C(=O)O)/C(=C\c1ccc(Br)cc1)NC(=O)c1ccc(Br)o1 (stereo not given)
screen / no.	1	2	3	4	5	6	7	8
GLP1R inv ag	7.6%	5.1%	-17.2%	?	6.2%	?	0.0%	-9.8%
PI5P4K alpha inh	.	-4.1	0.6	0.5	1.1	7.0	0.4	4.9
GLP1R cytotox	-4.4%	11.0%	1.8%	?	-6.5%	-6.3%	-7.5%	32.2%[activator]
D3 ag	2.6	2.2	3.2	-6.0	-2.9	3.0	-10.4	-9.8
DRD3 antagonist	.	10.3	0.0	20.6	-69.3*	-4.5	-9.5	4.4
IL2 activator	.	0.3	0.0	-3.4	-2.4	1.6	-0.3	-0.2
PLK1 PBD block	.	-9.0%	-7.0%	-6.8%	0.4%	-18.3%	-2.6%	-12.8%
GLP-1R agonist	-4.9%	0.8%	-8.4%	21.2%	-9.2%	3.0%	-9.8%	3.8%
WRN helicase inh	.	-25.9%	-7.6%	-2.8%	4.5%	-5.2%	5.7%	-2.2%

(9) COc1ccc(CNC(=O)CN2C(=O)CSc3ccc(S(=O)(=O)N4CCCCC4)cc32)cc1
(10) CNC(=S)N1CCC(NC(=O)C23CC4CC(CC(C4)C2)C3)CC1
(11) Cc1cccc(C)c1NC(=O)Cn1nnc(C(=O)Nc2ccc(F)cc2F)c1N
(12) COc1ccccc1N1CCN(C(CNS(=O)(=O)c2ccccc2)c2ccccc2)CC1 (stereo not given)
(13) NS(=O)(=O)c1ccc(CCNC(=O)CSc2cccs2)cc1
(14) CCOc1ccc(C(CN2CCOCC2)C(C)=O)cc1OC (stereo not given)
(15) O=C(COc1ccccc1C(=O)Nc1ccccc1)c1ccc(F)cc1
(16) O=C(CN1C(=O)C2CC=CCC2C1=O)Nc1ccc(Br)cc1 (stereo not given)
screen / no.	9	10	11	12	13	14	15	16
GLP1R inv ag	-18.1%	-1.1%	6.3%	?	6.5%	?	22.0%	-5.1%
PI5P4K alpha inh	-5.6	-25.0	-1.3	11.2	-0.4	-0.2	-1.9	3.3
GLP1R cytotox	-2.9%	-1.7%	1.6%	?	-2.4%	-17.8%	9.4%	13.7%
D3 ag	-3.0	-0.1	-3.2	-14.4	3.1	-9.8	5.0	-3.6
DRD3 antagonist	-3.9	-7.3	-13.6	?	-13.4	-26.6	8.8	-21.4
IL2 activator	-0.9	-1.0	1.4	-2.9	-4.1	-1.0	0.8	-2.0
PLK1 PBD block	-4.1%	8.44µM*	-12.4%	-12.7%	-5.3%	-16.5%	-5.9%	-5.4%
GLP-1R agonist	1.8%	3.3%	-2.5%	1.2%	-4.7%	-12.3%	6.2%	-4.6%
WRN helicase inh	-2.0%	7.8%[57.1 µM]	1.0%	-8.9%	1.0%[57.1 µM]	-11.3%[57.1 µM]	-4.2%	-15.9%

(17) OC(COc1ccccc1)CN1C2=NCCCN2c2ccccc21 (stereo not given)
(18) COc1cccc(NC(=O)C(C)NS(=O)(=O)c2ccc(Br)cc2)c1 (stereo not given)
(19) CCOC(=O)C1=CCC(c2ccccc2C)N(S(=O)(=O)c2ccc(C)cc2)C1 (stereo not given)
(20) CCOC(=O)c1c(C)nc2sc(C(N)=O)c(N)c2c1-c1ccc(OC)cc1
(21) CC1CCCC(C)N1C(=O)COc1ccc(C(=O)N/N=C/c2ccc(C(=O)O)cc2)cc1 (stereo not given)
(22) O=C(NCc1ccccc1)C1=C[C@H](c2csc3ccccc23)C[C@H](OCCCCO)O1
(23) CC(C(=O)NCCCN1CCOCC1)n1cccc1C(=O)c1ccccc1 (stereo not given)
(24) COc1cc(NC(=O)c2ccc3c(c2)OCCO3)ccc1NC(=O)c1cccs1
screen / no.	17	18	19	20	21	22	23	24
GLP1R inv ag	?	-24.1%	?	4.4%	3.5%	?	13.9%	?
PI5P4K alpha inh	-6.1	7.5	10.0	-12.7	0.5	-11.7	-4.7	2.1
GLP1R cytotox	-10.9%	9.7%	1.0%	51.1%[activator]	-9.2%	-10.6%	19.0%	-5.5%
D3 ag	-1.2	-14.8	-9.0	7.4	2.3	-3.8	-2.0	4.4
DRD3 antagonist	-23.3	-18.4	-50.3*	7.9	-12.1	-1.1	13.5	4.6
IL2 activator	0.0	-0.9	-0.8	0.6	1.1	0.4	1.8	-0.1
PLK1 PBD block	-1.9%	-4.0%	-1.6%	-4.8%	-7.0%	-3.6%	1.0%	-6.6%
GLP-1R agonist	-0.2%	-7.8%	-2.4%	0.7%	-0.3%	4.5%	15.1%	8.7%
WRN helicase inh	-1.9%	-32.5%	-4.5%	-3.4%	0.9%	6.5%	-1.5%	-5.3%

(25) Cc1ccc(C)c(S(=O)(=O)NC(Cc2c[nH]c3ccccc23)C(=O)O)c1 (stereo not given)
(26) O=c1cc(CS(=O)(=O)c2ccccc2)nc(-c2ccncc2)[nH]1
(27) CNC(=O)COc1cccc(C(=O)NCc2ccccc2)c1
(28) COc1ccc(NC(=O)C2(C)CCCN(C(C)=O)C2)cc1F (stereo not given)
(29) O=C(/C=C/c1cccc(Cl)c1)Nc1ncccn1
(30) NC(=O)c1c(-c2ccccc2)oc2ccc(O)cc12
(31) COc1ccc(CN2CCN(C(=O)c3cccc4ccccc34)CC2)cc1Br
(32) Cc1ccc(C)c(NC(=O)CN(C)C(=O)c2cc3ccccc3o2)c1
screen / no.	25	26	27	28	29	30	31	32
GLP1R inv ag	-12.1%	21.6%	6.0%	27.6%	60.4%[activator]	48.1%[activator]	?	-12.0%
PI5P4K alpha inh	3.6	-3.6	-9.7	1.2	-6.3	.	5.4	-10.8
GLP1R cytotox	-14.6%	-1.3%	-1.7%	6.2%	-18.2%	6.0%	-7.6%	-1.2%
D3 ag	23.4	1.5	-19.6	7.7	-5.0	-5.5	-8.2	2.5
DRD3 antagonist	5.5	11.6	-18.0	-25.2	-6.7	-12.0	-2.6	-8.7
IL2 activator	-0.1	-0.5	-2.0	1.1	-2.1	0.7	-3.4	0.6
PLK1 PBD block	-1.5%	-21.2%	-11.8%	-7.3%	-4.8%	1.5%	-10.5%	-5.6%
GLP-1R agonist	-1.8%	0.5%	3.8%	-3.0%	18.3%	29.2%	-2.7%	6.1%
WRN helicase inh	8.6%	6.1%[57.1 µM]	-7.2%	-1.0%	-24.0%[57.1 µM]	-16.8%	-6.7%	-6.4%[57.1 µM]

Reformatted with values under each structure: 2 of the compounds above.
Results follow in this order: GLP1R inv ag	PI5P4K alpha inh	GLP1R cytotox	D3 ag	DRD3 antagonist	IL2 activator	PLK1 PBD block	GLP-1R agonist	WRN helicase inh
29	O=C(/C=C/c1cccc(Cl)c1)Nc1ncccn1
  60.4%[activator]	-6.3	-18.2%	-5.0	-6.7	-2.1	-4.8%	18.3%	-24.0%[57.1 µM]
30	NC(=O)c1c(-c2ccccc2)oc2ccc(O)cc12
  48.1%[activator]	.	6.0%	-5.5	-12.0	0.7	1.5%	29.2%	-16.8%

Other structures
(33) O=[N+]([O-])c1ccc2ccn(C3OCC(O)C(O)C3O)c2c1 (stereo not given)
(34) CC1(c2ccc(Cl)cc2Cl)NC(=O)N(CC(=O)N2CCN(C(=O)c3ccco3)CC2)C1=O (stereo not given)
(35) C=C(C)[C@@H]1CC=C(CN2CCN(Cc3ccccc3)CC2)CC1
(36) COc1cccc(CN2CCN(CCCc3ccccc3)C(CCO)C2)c1O (stereo not given)
(37) O=C(Cn1cnc2ccccc2c1=O)c1c[nH]c2ccccc12
(38) CCOc1ccc(CCNC(=O)CCc2nnc3ccc(N4CCOCC4)nn23)cc1
(39) O=C(Nc1ccc(Cl)c(Cl)c1)N(Cc1c[nH]c2ccccc12)C1CCCCC1
(40) COc1ccc2c(c1)[nH]c(=O)c1sc3ccccc3c12
(41) CC(C)(C)NC(=O)CSc1nc2ccc(NC(=O)CSc3nnc(N)s3)cc2s1
screen / no.	33	34	35	36	37	38	39	40	41
GLP1R inv ag	13.8%	-12.7%	?	-7.4%	3.3%	15.4%	-2.9%	26.1%	4.8%
PI5P4K alpha inh	0.1	1.1	3.3	-0.4	0.7	3.4	.	3.5	-17.7
GLP1R cytotox	-27.9%	-18.1%	-26.4%	1.1%	-10.7%	-6.5%	-14.0%	-6.5%	-1.4%[1.53 µM]
D3 ag	-1.0	6.0	-21.3	-16.6	0.3	-4.6	-4.0	-4.3	16.3
DRD3 antagonist	3.7	21.7	-65.0*	-20.9	0.0	-24.4	.	-6.0	20.3
IL2 activator	-0.3	0.9	-0.9	0.6	1.1	-0.4	.	0.9	-1.1
PLK1 PBD block	-3.2%	4.4%	0.7%	-3.6%	-3.9%	-7.0%	.	-1.1%	0.3%
GLP-1R agonist	0.7%	-8.1%	3.9%	-6.7%	4.7%	1.7%	0.5%	-0.2%	1.4%
WRN helicase inh	1.7%	3.1%	-4.4%	3.8%	-10.2%	2.2%	.	-14.5%	-15.3%[57.1 µM]

Entries of single compounds, looked up by structure:
`COc1cccc(CN2CCN(CCCc3ccccc3)C(CCO)C2)c1O` (stereo not given) is listed as GLP1R inv ag: -7.4%; PI5P4K alpha inh: -0.4; GLP1R cytotox: 1.1%; D3 ag: -16.6; DRD3 antagonist: -20.9; IL2 activator: 0.6; PLK1 PBD block: -3.6%; GLP-1R agonist: -6.7%; WRN helicase inh: 3.8%
`Cc1cc(C)nc(NC(=O)c2ccc([N+](=O)[O-])c(C)c2)n1` is listed as GLP1R inv ag: 5.1%; PI5P4K alpha inh: -4.1; GLP1R cytotox: 11.0%; D3 ag: 2.2; DRD3 antagonist: 10.3; IL2 activator: 0.3; PLK1 PBD block: -9.0%; GLP-1R agonist: 0.8%; WRN helicase inh: -25.9%
